Screening results deposited in PubChem BioAssay by Sanford-Burnham Center for Chemical Genomics.
HKDC1 inh = HKDC1 (human) hexokinase inhibition; Q2TB90; recombinant HKDC1, G6PDH/diaphorase resazurin coupled fluorescence; inhibition, % at 20 µM; actives 0.16% (n = 340,000);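 active means inhibition above about 35% when tested at 20 µM, limit read from the data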;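 further: plate controls were DMSO wells with enzyme for no effect and DMSO wells lacking enzyme for full effect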
Target sequence (Q2TB90 whole entry, looked up): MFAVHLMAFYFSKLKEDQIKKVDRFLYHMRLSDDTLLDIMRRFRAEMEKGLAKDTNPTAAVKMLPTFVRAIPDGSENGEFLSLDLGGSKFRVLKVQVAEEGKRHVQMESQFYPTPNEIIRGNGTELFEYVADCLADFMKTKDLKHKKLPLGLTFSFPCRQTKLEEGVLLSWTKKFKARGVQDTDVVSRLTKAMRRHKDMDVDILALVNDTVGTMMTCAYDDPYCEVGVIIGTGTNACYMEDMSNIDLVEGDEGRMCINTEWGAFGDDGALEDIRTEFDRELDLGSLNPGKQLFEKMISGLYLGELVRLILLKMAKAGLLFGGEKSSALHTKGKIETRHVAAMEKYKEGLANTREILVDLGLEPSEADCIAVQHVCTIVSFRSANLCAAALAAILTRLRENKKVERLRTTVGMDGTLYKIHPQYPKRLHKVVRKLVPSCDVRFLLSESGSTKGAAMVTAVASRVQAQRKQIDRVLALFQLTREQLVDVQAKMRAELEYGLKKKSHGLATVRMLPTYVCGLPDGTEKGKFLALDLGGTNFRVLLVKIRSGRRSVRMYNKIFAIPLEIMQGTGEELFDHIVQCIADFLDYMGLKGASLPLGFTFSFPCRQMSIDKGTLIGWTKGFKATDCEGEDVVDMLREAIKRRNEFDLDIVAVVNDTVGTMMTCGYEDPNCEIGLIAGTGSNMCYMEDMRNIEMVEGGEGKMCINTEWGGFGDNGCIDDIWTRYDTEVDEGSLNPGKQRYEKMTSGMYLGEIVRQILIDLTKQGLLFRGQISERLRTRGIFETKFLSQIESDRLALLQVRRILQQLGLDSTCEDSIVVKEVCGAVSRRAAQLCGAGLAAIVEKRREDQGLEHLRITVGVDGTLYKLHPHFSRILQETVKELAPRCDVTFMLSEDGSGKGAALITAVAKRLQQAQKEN
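test system = in-house recombinant HK5 (HKDC1) enzyme | amount = HKDC1 at 5 µg/mL | control set = DMSO-enzyme wells negative, buffer-substituted wells positive | compound = one dose of 20 µM, 1% DMSO | schedule = reaction time 90 min, room temperature, protected from light | technique = resorufin fluorescence at 613 nm | reagent = glucose with 1 mM ATP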
SENP1 FRET inh = blocks the human SENP1 SUMO protease catalytic domain. inhibition, % at 10 µM. Q9P0U3. actives 0.21% (n = 360,000). recombinant SENP1 catalytic domain, CyPet-SUMO1-YPet FRET cleavage;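 active means inhibition at least 30% at 10 µM, raw YFP signal under a set limit, fluorescence ratio 0.5 to 1.5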;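 further: 0% = enzyme with DMSO and 100% = no enzyme wells; some results filed as inactive read as strong as hits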
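material = recombinant human SENP1 catalytic domain, His6-tagged | quantity = 20 pM enzyme | reagent = 25 nM SUMO1 FRET substrate | compound dosing = 10 µM single point, 0.5% DMSO | timing = 50 min enzyme reaction, room temperature, light-protected | detection = FRET, CFP and YFP emission | control set = no-enzyme low, enzyme-DMSO high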
SENP8 block-1 = blocks the human protease SENP8 | inhibition, % at 10 µM | actives 1.2% (n = 330,000) | AID 2540 | purified SENP8, Z-RLRGG-aminoluciferin cleavage, luminescence | Q96LD8; in the data active means inhibition above about 50%
Target sequence (Q96LD8 whole entry, looked up): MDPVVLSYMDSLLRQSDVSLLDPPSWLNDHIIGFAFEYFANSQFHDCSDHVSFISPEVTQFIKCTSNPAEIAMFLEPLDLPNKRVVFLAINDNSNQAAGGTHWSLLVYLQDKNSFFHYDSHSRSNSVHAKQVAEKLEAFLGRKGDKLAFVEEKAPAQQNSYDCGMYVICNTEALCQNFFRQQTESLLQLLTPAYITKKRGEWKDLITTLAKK
SENP7 inh = SENP7 protease inhibition; Q9BQF6; recombinant SENP7, Z-RLRGG-aminoluciferin luminescence, 40 min; inhibition, % at 5 µM; actives 1.5% (n = 330,000); AID 434973;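 active means inhibition above about 50% at the single test dose, limit read from the data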;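 further: plate controls were DMSO with enzyme for no effect and no enzyme buffer wells for full effect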
SENP8 block-2 = blocks human SENP8 cleavage of Nedd8 substrate; Q96LD8; recombinant SENP8, Nedd8 substrate fluorescence; inhibition, % at 20 µM; actives 0.64% (n = 360,000); AID 602440; in the data active means inhibition mostly above about 40%, no sharp cut-off; inactive means mostly below about 27%
Apaf-1 inh = inhibitors of human Apaf-1 apoptosome | O14727 | reconstituted apoptosome caspase-3 activity, DEVD-Rh110 fluorescence | inhibition, % at 20 µM | actives 0.71% (n = 330,000) | AID 489030; active means inhibition of at least 40% at 20 µM;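 further: plate controls were DMSO wells for no effect and DEVD-CHO caspase inhibitor wells for full effect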
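Assay system – apoptosome proteins · Medium – Hepes buffer, pH 7.5 · Also added – cytochrome c with DEVD-Rh110 · Timing – 30 min compound preincubation, 50 min activation, room temperature · Detection – Rh110 fluorescence, excitation 480 nm, emission 540 nm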
SENP6 block = blocks the human protease SENP6; inhibition, % at 10 µM; Q9GZR1; Recombinant SENP6 catalytic domain, aminoluciferin luminescence; actives 1.8% (n = 330,000);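 active means inhibition above about 50% at the single tested dose, limit read from the data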;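 further: plate controls were DMSO wells with enzyme for no effect and DMSO wells lacking enzyme for full effect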
NALP3 yeast inh = NALP3 inhibition in yeast; Yeast reconstituted NLRP3/ASC/caspase-1, beta-gal luminescence, 24 h; inhibition, % at 10 µM; actives 0.39% (n = 330,000); AID 2825;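 active means inhibition of 50% or more; inactive means inhibition below 50%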;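 further: plate controls were induced DMSO wells for no effect and uninduced yeast grown without galactose for full effect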
PfGluPho inh = PfG6PD (Plasmodium falciparum) enzyme inhibition; PfGluPho enzyme, NADPH resazurin-diaphorase fluorescence; inhibition, % at 20 µM; actives 0.78% (n = 350,000); AID 504690;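 active means inhibition reaching at least a set limit at 20 µM in the primary screen, cut at about 59% in these data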;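 further: 0% = DMSO wells with substrate and 100% = DMSO wells lacking glucose-6-phosphate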
Active calls of the source: *; / = not tested or not shown. Outcome played no part in choosing rows. Share with any hit: about 4.1%.

No. | molecule | HKDC1 inh | SENP1 FRET inh | SENP8 block-1 | SENP7 inh | SENP8 block-2 | Apaf-1 inh | SENP6 block | NALP3 yeast inh | PfGluPho inh
1 | CN(C)Cc1c(C(=O)N/N=C/c2ccccc2OCc2c(F)cccc2Cl)nnn1-c1nonc1N | -2 | 1 | -1 | 3 | 12 | 27 | -1 | 6 | 2
2 | Cc1cc(C)c(C(=O)Nn2c(C)nc3ccccc3c2=O)cc1C | 0 | 4 | 1 | 1 | 17 | -2 | -26 | 13 | 1
3 | CCOc1ccc(-c2nc(C#N)c(NCc3ccc4c(c3)OCO4)o2)cc1 | -1 | -2 | 3 | -6 | -388 | 10 | -6 | 18 | -1
4 | CC(=O)c1cccc(NC(=O)c2ccc(N(Cc3ccc(C)cc3)S(C)(=O)=O)cc2)c1 | 0 | 3 | 0 | 2 | 12 | 11 | -6 | 20 | 2
5 | CCc1ccc(C2C(C#N)=C(N)SC(N)=C2C#N)s1 | 13 | -26 | 10 | 10 | -13 | 8 | 6 | 20 | 16
6 | CCOc1ccc(Cc2noc3c2C(=O)CCC3)cc1OCC | 5 | 1 | -2 | 12 | 2 | -2 | -9 | 16 | -8
7 | Nc1ccc(Nc2ccccc2)c(Cl)c1 | 3 | -7 | -4 | -10 | 4 | 3 | -28 | 13 | 8
8 | COc1ccc(OCCCC(=O)Nc2ccc3c(c2)OCO3)cc1 | 11 | -1 | -2 | 6 | 16 | 14 | 2 | 37 | 2
9 | CCOC(=O)N1CCC(Nc2ccc(N3C(=O)C4CCCCC4C3=O)cc2[N+](=O)[O-])CC1 (stereo not drawn) | 3 | 3 | 1 | 8 | 38* | 18 | -22 | 18 | -1
10 | CSc1nc(N)n2nc(C(C)(C)C)cc2n1 | -5 | 0 | -13 | -4 | 18 | -14 | -24 | -4 | -3
11 | COc1ccc(C(=O)N2CCC(N3CCN(c4ccccc4)CC3)CC2)cc1OC | -2 | 1 | 3 | -4 | 8 | -14 | 11 | -6 | -4
12 | CSCCC(NC(=O)c1ccco1)C(=O)Nc1cc(C)ccn1 (stereo not drawn) | -8 | 1 | 3 | -8 | 22 | 2 | 1 | 8 | -2
13 | CCn1nnnc1SCC(=O)Nc1cccc(NC(C)=O)c1 | -5 | 2 | -2 | -2 | 3 | -2 | -5 | 8 | -11
14 | CCC(=O)N(CCc1ccccc1)Cc1cc2ccc(OC)cc2[nH]c1=O | 4 | -2 | -11 | -6 | -42 | 9 | -27 | 3 | 1
15 | CCCCn1c(-c2ccc(OC(F)F)cc2)nc2c1c(=O)[nH]c(=O)n2CC(C)C | 2 | -1 | -4 | 0 | -182 | 32 | -6 | 33 | -11
16 | COc1ccccc1NC(=O)CCC(=O)OCC(=O)c1ccc(C)c([N+](=O)[O-])c1 | -7 | 3 | -3 | -10 | -2 | -6 | -6 | 9 | 2
17 | CCc1cc(=O)oc2cc3oc(C)c(C)c3cc12 | 6 | -20 | -16 | -3 | -290 | 6 | -7 | 6 | 4
18 | C#CCOCCOCCOCCNc1nc(N2CCN(C(=O)[C@H](Cc3cc4ccccc4[nH]3)n3cc([C@@H](N)C(C)CC)nn3)CC2)nc(N2CCN(C(=O)[C@H](Cc3cc4ccccc4[nH]3)n3cc([C@@H](N)Cc4ccc(O)cc4)nn3)CC2)n1 (stereo partly drawn) | / | / | -18 | 35 | / | 60* | -27 | 28 | /
19 | CC1CN(C(=O)COC(=O)c2cccc(S(=O)(=O)N3CCc4ccccc43)c2)CC(C)O1 (stereo not drawn) | -5 | 1 | -4 | -1 | -1 | 5 | -18 | 15 | -2
20 | CCOC(=O)c1cnc2c(CC)cccc2c1NCCCN1CCOCC1 | -3 | 1 | 8 | 1 | -151 | -5 | 24 | 14 | 9
21 | O=C(Nc1nc(-c2ccc(F)cc2)cs1)c1cccnc1 | -7 | 2 | -16 | -5 | 6 | 3 | -40 | 16 | -8
22 | Cc1ccccc1NC(=O)Cn1nnc2sc3c(c2c1=O)CC(C)(C)OC3 | -5 | 1 | 7 | 2 | 8 | -18 | -7 | 10 | 7
23 | CCN(CC)C(=O)CCn1nc(-c2ccc(C)cc2)c2ccccc2c1=O | -5 | 1 | -11 | -9 | 20 | 10 | -27 | 4 | -14
24 | CCOc1cc(NC(=O)C2CCCO2)c(OCC)cc1NC(C)=O (stereo not drawn) | 0 | 0 | 4 | -3 | 2 | -1 | 3 | -8 | 1
25 | O=C(CN(Cc1ccco1)C(=O)c1ccccc1)Nc1ccc(Cl)c(Cl)c1 | 4 | 1 | -1 | 5 | 5 | 10 | 5 | 13 | 62*
26 | CC(=O)C1=C(C)Nc2ncnn2C1c1ccc(Cl)cc1 (stereo not drawn) | -4 | -1 | 4 | 6 | 4 | 0 | 13 | 1 | -4
27 | CCN(CC)S(=O)(=O)c1cccc(C(=O)N/N=C/c2ccccc2OCC(=O)O)c1 | -5 | 2 | 2 | 5 | -28 | -10 | -2 | -2 | 0
28 | CCN(CC)CCN1CNC(=S)N(c2ccccc2OC)C1 | -5 | 3 | 0 | 3 | 11 | -12 | -17 | 16 | 1
29 | CC(=O)Nc1ccccc1NC(=O)C(F)(F)F | -5 | 3 | 1 | 0 | 14 | -21 | 3 | -15 | -3
30 | O=C(O)CC(Cc1ccccc1)c1ccc2c(c1)OCO2 (stereo not drawn) | 1 | 0 | 5 | 5 | 22 | 9 | 8 | 0 | -29

Fetched by structure from above:
No. | molecule | HKDC1 inh | SENP1 FRET inh | SENP8 block-1 | SENP7 inh | SENP8 block-2 | Apaf-1 inh | SENP6 block | NALP3 yeast inh | PfGluPho inh
29 | CC(=O)Nc1ccccc1NC(=O)C(F)(F)F | -5 | 3 | 1 | 0 | 14 | -21 | 3 | -15 | -3
4 | CC(=O)c1cccc(NC(=O)c2ccc(N(Cc3ccc(C)cc3)S(C)(=O)=O)cc2)c1 | 0 | 3 | 0 | 2 | 12 | 11 | -6 | 20 | 2
22 | Cc1ccccc1NC(=O)Cn1nnc2sc3c(c2c1=O)CC(C)(C)OC3 | -5 | 1 | 7 | 2 | 8 | -18 | -7 | 10 | 7

(list continues)
No. | molecule | HKDC1 inh | SENP1 FRET inh | SENP8 block-1 | SENP7 inh | SENP8 block-2 | Apaf-1 inh | SENP6 block | NALP3 yeast inh | PfGluPho inh
31 | OCCNc1nc(Nc2ccccc2C(F)(F)F)nc(N2CCCC2)n1 | -6 | 3 | -2 | 0 | 9 | 2 | -12 | 10 | 6
32 | CN(C(=O)CN1C(=O)C2C3CC(C(Br)C3Br)C2C1=O)C1CCCCC1 (stereo not drawn) | -3 | 0 | 0 | 1 | 5 | 2 | -12 | 12 | 6
33 | CN(C)C(CNC(=O)c1ccc(OCc2cn3ccccc3n2)cc1)c1ccco1 (stereo not drawn) | 11 | -8 | 6 | 3 | -27 | -12 | -3 | 13 | 1
34 | COC(=O)c1c(C(=O)OC)c(-c2ccc(OC)cc2)n2c1CS(=O)(=O)C2 | 0 | -1 | -4 | 2 | -5 | 1 | -28 | 14 | -7
35 | Cc1ccc(NS(=O)(=O)c2ccc(NC(=O)c3ccccc3C(=O)O)cc2)cc1C | 0 | 1 | 2 | 2 | 11 | -10 | -13 | 2 | -18
36 | Cc1cccc(N2CN=c3s/c(=C\c4ccncc4)c(=O)n3C2)c1 | -14 | 2 | / | / | 26 | / | / | / | -16
37 | CC(C)c1ccc(NC2CCCN(C(=O)CCN3CCCCO3)C2)cc1 (stereo not drawn) | -7 | 0 | 1 | -14 | 4 | 10 | -7 | 26 | -3
38 | Nc1nnc(CC(=O)N/N=C/c2ccc([N+](=O)[O-])cc2)s1 | -8 | 0 | -1 | 5 | 10 | -23 | -18 | 3 | 12
39 | O=C(CCN1C(=O)NC2(CCCC2)C1=O)Nc1cccc(S(=O)(=O)N2CCOCC2)c1 | -4 | -1 | -5 | -5 | 5 | 9 | -20 | 1 | 0
40 | COCCCNCCCOc1ccc(Cl)cc1Br | -3 | 0 | 1 | 1 | 28 | 0 | 5 | 11 | -9
41 | Cc1ccccc1OCC(=O)OCC(=O)Nc1ccc2c(c1)OCCO2 | 2 | 7 | -11 | -11 | 4 | 4 | -6 | 1 | -10
42 | CC(C)(O)/C=C/C[C@](C)(O)C1CC[C@]2(C)C1[C@H](O[C@H]1O[C@@H](CO)[C@H](O)[C@@H](O)[C@@H]1O)CC1[C@@]3(C)CC[C@H](O)C(C)(C)C3[C@@H](O)C[C@]12C (stereo partly drawn) | -3 | 0 | 1 | -4 | 6 | 3 | -3 | -2 | 12
43 | COc1ccc(CCC(=O)NNC(=O)c2cc(Cl)ccc2OC)cc1OC | -7 | 4 | 1 | 5 | -4 | 5 | -1 | 10 | -16
44 | COc1ccc(/C=N/NC(=O)c2cccnc2)cc1COc1ccc([N+](=O)[O-])c(C)c1 | -2 | 1 | -13 | 10 | -2 | 12 | -27 | 4 | 28
45 | COc1ccc(-c2nnc(Sc3nc4ccccc4o3)c3ccccc23)cc1 | 8 | 2 | 2 | -1 | 9 | 4 | -19 | 19 | 3
46 | N#Cc1c(N)n(-c2ccc(C(=O)O)cc2)c2nc3ccccc3nc12 | -2 | -37 | 12 | 7 | -491 | 29 | 21 | 8 | 8
47 | Cc1[nH]c2ccc(F)cc2c1CCN(Cc1ccncc1)C(=S)Nc1ccccc1 | 2 | -2 | -1 | 9 | -5 | 2 | 15 | 16 | 13
48 | O=C(N/N=C/C(Br)=C\c1ccccc1)c1cccs1 | 3 | 0 | 52* | 30 | 9 | 14 | 63* | 41 | 11
49 | O=C(NCCCN1CCCC1=O)C1CCC(CNS(=O)(=O)c2ccc(Cl)cc2)CC1 (stereo not drawn) | -2 | 1 | -5 | -13 | 18 | -1 | -8 | 21 | 2
50 | CCN(CC)P(=O)(Nc1ccc([N+](=O)[O-])cc1)c1c(C)nn(CCC#N)c1NC(=O)c1ccc(Cl)cc1Cl (stereo not drawn) | 6 | 2 | -1 | 2 | 17 | 5 | -11 | 9 | 3
51 | CCn1c(=O)c(CCC(=O)NCC2CCCO2)c(C)c2c(C)nn(-c3ccc(C)cc3)c21 (stereo not drawn) | -1 | 0 | -6 | 1 | -18 | 5 | -4 | 18 | -4
52 | CC1=NN(C(N)=S)C(=O)C1N=Nc1ccc(Br)cc1 (stereo not drawn) | -27 | 4 | 92* | 74* | 36 | -4 | 96* | 46 | -26
53 | C=CCNC(=S)N/N=C(\C)c1ccccn1 | -44 | 1 | 3 | -1 | 19 | -33 | -1 | 21 | 37
54 | CC1(OC(=O)c2cccs2)C(=O)C=C2C=C(C3CC3)OC=C2C1=O (stereo not drawn) | 19 | 1 | -1 | 1 | -12 | -1 | 5 | 16 | -14
55 | CCC1(CC)NC(=O)N(CC(=O)OCC(=O)Nc2ccc(F)c(F)c2F)C1=O | -3 | 3 | -4 | -6 | -10 | -8 | -1 | -17 | -6
56 | Cc1cc(C)c2c(N)c(C(=O)NC3CC3)sc2n1 | -6 | -16 | 0 | -2 | -451 | 4 | -16 | 8 | -12
57 | CC1CCCN(C(=O)CSc2nnc(-c3ccc(S(=O)(=O)N4CCOCC4)cc3)n2C)C1 (stereo not drawn) | -10 | 2 | -3 | -1 | 6 | -28 | -34 | 16 | -8
